High-throughput results as filed in PubChem.
CHRM1 PAM – human M1 muscarinic receptor positive allosteric modulators, primary screen, CHO-K1 cells, Fluo-8 calcium fluorescence, 1536-well. 0.088% of 360,000 active. activation, % at 3 µM. CHO-K1 hM1, ACh EC20; 0% = ACh EC20, 100% = maximal ACh. Muscarinic acetylcholine receptor M1 (Homo sapiens), P11229; in the data active = activation above about 19%, passing the limit was not always enough
Target sequence (P11229 whole entry, looked up): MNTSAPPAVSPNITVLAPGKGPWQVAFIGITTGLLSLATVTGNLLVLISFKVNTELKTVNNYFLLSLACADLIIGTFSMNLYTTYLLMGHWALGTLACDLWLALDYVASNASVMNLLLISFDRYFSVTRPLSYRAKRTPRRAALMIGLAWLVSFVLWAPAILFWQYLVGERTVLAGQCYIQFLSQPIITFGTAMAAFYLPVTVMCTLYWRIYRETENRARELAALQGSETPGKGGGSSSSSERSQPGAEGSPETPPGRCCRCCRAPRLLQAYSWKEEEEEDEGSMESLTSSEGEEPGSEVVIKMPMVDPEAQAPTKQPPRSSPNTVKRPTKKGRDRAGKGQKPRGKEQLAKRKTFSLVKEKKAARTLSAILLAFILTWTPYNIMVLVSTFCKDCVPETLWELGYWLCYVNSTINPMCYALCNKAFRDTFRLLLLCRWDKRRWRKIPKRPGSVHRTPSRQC
CHO-K1 Ca antag – M1 antagonist counterscreen hit in parental CHO-K1 cells; ATP-induced calcium, Fluo-8 fluorescence; inhibition, % at 3 µM; 0.6% of 360,000 active; AID 602250;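 active = inhibition above a per-plate cutoff, the plate's mean sample inhibition plus 3 SD, cut at about 24% in these data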;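 also: 0% = DMSO plus EC80 ATP and 100% = DMSO alone without ATP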
CHO-K1 Ca ag – counter-screen for M1 agonists: effect in parental CHO-K1 cells; 0.48% of 360,000 active; AID 602248, 2012; activation, % at 3 µM; Fluo-8 calcium fluorescence; scaled to maximal ATP response, vehicle zero; in the data active = activation above about 15%;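 also: untransfected CHO-K1 host cells lacking M1 receptor as counterscreen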
CHRM4 agonist – human M4 muscarinic receptor agonists, primary screen, CHO-K1 cells, Fluo-8 calcium fluorescence; Muscarinic acetylcholine receptor M4 (Homo sapiens), P08173; CHO-K1 hM4/Gqi5; vehicle 0%, full acetylcholine response 100%; activation, % at 3 µM; 0.14% of 360,000 active; AID 624127, 2012;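 active = activation above the run mean over all test wells plus 3 SD, cut at about 32% in these data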;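 also: peak over basal fluorescence ratio per well then scaled between controls; 0% = DMSO wells and 100% = acetylcholine at EC100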
M1 ag – human M1 muscarinic receptor agonists, primary screen, Fluo-8 calcium fluorescence, CHO-K1 cells, HTS; Muscarinic acetylcholine receptor M1 (Homo sapiens), P11229; 0.33% of 360,000 active; CHO-K1 hM1, agonist mode; 0% DMSO, 100% acetylcholine EC100; activation, % at 3 µM;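 active = activation above the run's mean compound activation plus 3 SD, cut at about 16% in these data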;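 also: peak over basal fluorescence ratio within a 140 s kinetic read after compound addition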
CHRM1 antagonist – human M1 muscarinic receptor antagonists, primary screen, CHO-K1 cells, Fluo-8 calcium fluorescence, 1536-well | 1.3% of 360,000 active | AID 588852, 2011 | inhibition, % at 3 µM | CHO-K1 hM1, ACh EC80 antagonist | Muscarinic acetylcholine receptor M1 (Homo sapiens), P11229;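 active = percent inhibition above its own plate's cutoff, namely the mean of that plate's compound wells plus 3 SD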;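 also: peak over basal fluorescence ratio during 140 s after agonist addition; 0% = ACh EC80 plus DMSO and 100% = DMSO alone without agonist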
OXTR potentiator – human OXTR potentiators, primary screen, fluorescence, CHO-OTR cells, Fluo-8 calcium | Oxytocin receptor (Homo sapiens), P30559 | Fluo-8 calcium fluorescence, potentiator mode; 0% = oxytocin EC15, 100% = EC100 | activation, % at 3 µM | 0.061% of 320,000 active | AID 2445, 2010;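 active = activation above that plate's cutoff, the mean activation of tested compounds plus 3 SD, cut at about 6.6% in these data, passing the limit was not always enough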;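 also: 100% uses oxytocin at 75 nM as the full agonist control; some results filed as inactive read as strong as hits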
Target sequence (P30559 whole entry, looked up): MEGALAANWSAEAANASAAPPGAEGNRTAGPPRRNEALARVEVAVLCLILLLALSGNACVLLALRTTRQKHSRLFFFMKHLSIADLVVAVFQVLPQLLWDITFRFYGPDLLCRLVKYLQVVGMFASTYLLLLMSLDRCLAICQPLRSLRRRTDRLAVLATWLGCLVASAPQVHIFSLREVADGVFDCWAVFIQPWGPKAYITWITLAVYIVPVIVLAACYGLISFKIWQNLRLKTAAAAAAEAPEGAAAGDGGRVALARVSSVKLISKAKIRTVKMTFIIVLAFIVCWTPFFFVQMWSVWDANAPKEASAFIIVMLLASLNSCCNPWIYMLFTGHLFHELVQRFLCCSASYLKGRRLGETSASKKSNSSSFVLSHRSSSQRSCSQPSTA
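System: human OTR in CHO cells / Also added: sub-maximal oxytocin, roughly EC15 / Control set: EC15 oxytocin low, 75 nM oxytocin high / Schedule: 6 min compound pre-incubation at room temperature, 100 s kinetic read / Compound: single-point 3.0 µM / Replication: singlicate / Technique: Fluo-8 calcium dye fluorescence / Read-out basis: % activation of max/min ratio relative to oxytocin controls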
CHO parental Ca – ATP-evoked calcium signal inhibitors, parental CHO, primary screen, counter-screen for OX1R antagonist project, cell-based, fluorescence, Fluo-8 calcium dye. 0.63% of 330,000 active. inhibition, % at 5.6 µM. parental CHO-K1, ATP-induced calcium, Fluo-8 fluorescence;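 active = inhibition above that plate's mean sample inhibition plus 3 SD, cut at about 26% in these data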;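 also: 0% = ATP-challenged DMSO wells and 100% = DMSO wells without ATP; some compounds past the cut are filed as inactive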
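Measured by: calcium-sensitive Fluo-8 fluorescence / Test system: CHO parental line / Controls: ATP-challenged DMSO wells low, unchallenged DMSO wells high / Measure: % inhibition / Compound: single nominal dose of 5.6 µM per compound / Replicates: single well per compound, no replicates / Reagent: ATP as calcium-mobilizing challenge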
M4 antag – human M4 muscarinic receptor antagonists, primary screen, CHO cells, Fluo-8 calcium fluorescence | inhibition, % at 3 µM | Muscarinic acetylcholine receptor M4 (Homo sapiens), P08173 | CHO-hM4 cells, ACh EC80 | 0.73% of 360,000 active;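 active = inhibition above its plate's cutoff, the mean inhibition of sample wells plus 3 SD, cut at about 27% in these data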;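 also: 0% = acetylcholine EC80 with DMSO and 100% = DMSO without agonist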
* marks the source's active call; other numbers are inactive results; . = no result given.

SMILES | CHRM1 PAM | CHO-K1 Ca antag | CHO-K1 Ca ag | CHRM4 agonist | M1 ag | CHRM1 antagonist | OXTR potentiator | CHO parental Ca | M4 antag
C[C@@H]1CN([C@H](C)CO)S(=O)(=O)c2ccc(Br)cc2O[C@H]1CN(C)C(=O)Nc1cccc(F)c1 | 10 | -5 | 3.1 | 15 | 7 | -14 | . | . | -33
C/C(=N\N1C(=O)c2ccccc2NC1c1ccccc1)c1ccccc1O (stereo not given) | 7 | -12 | 2.8 | 2 | -3 | -1 | -11 | -11 | -5
Cc1cc(C)c(C=NNc2nc3c([nH]2)c(=O)n(C)c(=O)n3C)c(C)c1 | 3 | -11 | 0.6 | 0 | -2 | -9 | . | . | -1
Cc1ccc(C)c(/C(O)=C2\C(=O)C(=O)N(CCCN3CCOCC3)C2c2cccnc2)c1 (stereo not given) | 10 | -10 | 0.5 | 0 | -3 | -8 | . | . | -5
CCOC1=NN(c2ncc(C(F)(F)F)cc2Cl)C(=O)C1 | 9 | 4 | 0.3 | 1 | -7 | -8 | -10 | -3 | -6
Cc1ccccc1Nc1nc(N)nc(CSc2n[nH]c(N)n2)n1 | 2 | -7 | 0.2 | 0 | -3 | -3 | -4 | -7 | -7
N#C/C(=C\c1ccc(OCC(N)=O)cc1)c1ccccc1 | -6 | 6 | 0.8 | 8 | -3 | 6 | -11 | 11 | -6
COc1ccc([C@H]2CC(=O)C[C@@H](CCn3cc(-c4ccccn4)nn3)O2)cc1 | . | 19 | 0.1 | 1 | . | . | . | . | -9
O=C(NC1CCCC1)C(c1ccncc1)N(Cc1ccccc1F)C(=O)c1csnn1 (stereo not given) | 6 | -14 | 0.8 | 1 | -5 | -5 | -5 | -18 | 3
Cc1cc(N2CCCC2)c(F)cc1/C=C\[N+](=O)[O-] | 9 | 28* | 25* | 30 | 28* | 20 | . | . | 11
O=c1[nH]c2ccc(NS(=O)(=O)c3ccc(F)c(Cl)c3)cc2[nH]1 | 9 | -8 | 1.1 | 3 | -3 | -18 | -3 | -7 | -37
CCCCn1c(N)c(NCc2ccccc2)c(=O)[nH]c1=O | 4 | -5 | -0.3 | 1 | -1 | 1 | 0 | -7 | 1
O=C(COC(=O)CCCN1C(=O)c2cccc3cccc(c23)C1=O)NC1CCS(=O)(=O)C1 (stereo not given) | -2 | -5 | 0.1 | 2 | -4 | 10 | . | . | 6
O=S(=O)(c1ccc2c(c1)nc(COc1ccc(Cl)cc1)n2CC1CCCO1)N1CCOCC1 (stereo not given) | 9 | 3 | 3.9 | 8 | 0 | -6 | -12 | -7 | 13
O=C(COC(=O)COc1cc(Cl)c(Cl)cc1Cl)NC1CC1 | 4 | -16 | 0.9 | 3 | -3 | -7 | -4 | 0 | 5
N#CC1(C#N)COC23CCCCC2C1(C#N)C(=N)O3 (stereo not given) | -4 | 2 | 1.9 | 1 | -3 | 9 | 4 | -2 | 10
CCN(CC(=O)NCc1ccc(F)cc1)C(=O)c1ccc2c(c1)OCO2 | 9 | 4 | -0.7 | 0 | -4 | -4 | 0 | -4 | -6
O=C(c1cccc(Cl)c1)C1CCCN(C(=O)c2ccc3c(c2)OCO3)C1 (stereo not given) | -1 | -15 | 5.9 | 1 | -4 | -8 | -7 | -13 | 3
COC(=O)c1cc(OCC(=O)Nc2ccc3c(c2)CCC3)cc(C(=O)OC)c1 | 4 | 18 | -0.1 | 2 | -4 | -5 | -5 | -12 | 4
Cc1ccc(S(=O)(=O)Nc2ccc(C(=O)NCCCN3CCOCC3)cc2)cc1[N+](=O)[O-] | -10 | 2 | 0.3 | 0 | -3 | 24 | -1 | -4 | -10
CCOC(=O)c1c(C)[nH]c(C(=O)CN(C)CC(=O)Nc2ccccc2Cl)c1C | 13 | -18 | 2.8 | 9 | -3 | -6 | -11 | -29 | -7
O=C(O)c1cc(=O)[nH]c2ccccc12 | 1 | 4 | -0.1 | 2 | 1 | 0 | . | . | -23
Cc1cccc(C(CC(=O)O)NC(=O)C(F)(F)F)c1 (stereo not given) | -2 | -15 | -0.1 | 0 | -4 | 0 | -3 | 6 | 2
COC(=O)c1c(NC(=O)C2CC2)sc2c1CCN(C(C)=O)C2 | 5 | -7 | 0.8 | 1 | -4 | -8 | -7 | -8 | -16
CC(=O)N(c1nc(CCl)cs1)c1cccc(C)c1C | 8 | -24 | 1.0 | 1 | -4 | -8 | -11 | -12 | -5
SMILES | CHRM1 PAM | CHO-K1 Ca antag | CHO-K1 Ca ag | CHRM4 agonist | M1 ag | CHRM1 antagonist | OXTR potentiator | CHO parental Ca | M4 antag
O=C(NC1CC1)C1C2C3C4CC5C3C5C4C12 (stereo not given) | 1 | -19 | 0.4 | 1 | -5 | -1 | 1 | -7 | 1
O=C(CCC(=O)Nc1ccc(Cl)cc1Cl)N/N=C/c1ccc([N+](=O)[O-])o1 | -4 | 0 | 3.1 | 11 | -8 | 6 | 2 | -14 | 3
Cc1cccc(C)c1NC(=O)CN1CCN(C(=O)CNC(=O)Cc2cccc3ccccc23)CC1 | 1 | -4 | 0.7 | 2 | -5 | -22 | . | . | -10
CCCCCCn1c(CN2CCN(CCO)CC2)nc2c1c(=O)n(C)c(=O)n2C | 4 | 24* | 0.1 | 1 | -5 | -9 | -5 | -1 | -4
CCOC(=O)N1CCN(C(=O)COC(=O)c2ccccc2NCCO)CC1 | 4 | -4 | 0.0 | 1 | -4 | -2 | -6 | -3 | -8
O=C1NC(=O)c2cc(Br)cc3cccc1c23 | 9 | 7 | 9.0 | 1 | -6 | -1 | -9 | 15 | 0
O=C(COC(=O)c1ccccc1[N+](=O)[O-])NNC(=O)c1cccs1 | 9 | -7 | 0.5 | 1 | -3 | -13 | -2 | -1 | 8
CC(C)C(=O)Nc1nnc(S(=O)(=O)N2CCc3ccccc32)s1 | 10 | -7 | 0.9 | 2 | -4 | -11 | -9 | 12 | -6
O=C1CC(NS(=O)(=O)c2ccc3ccccc3c2)CN1c1ccccc1 (stereo not given) | 9 | -3 | 4.6 | 3 | 3 | 4 | -15 | -9 | -5
CCCCC(CC)CNC(=O)c1cc2ccccc2c(=O)o1 (stereo not given) | 1 | 6 | 0.1 | 0 | -5 | 7 | -12 | -10 | -7
COc1ccc(NC(=O)C(F)(F)F)cc1OC | 7 | -10 | 2.1 | 1 | -3 | -4 | -17 | 5 | 9
O=S(=O)(Nc1cccnc1Cl)c1ccc(F)cc1 | 9 | 5 | 0.1 | 0 | -3 | -15 | 0 | 0 | 8
COc1cc(S(=O)(=O)N2CCN(C(=O)c3ccccc3)CC2)c(OC)cc1Br | 13 | -15 | 1.9 | 3 | 10 | -8 | -12 | -23 | 2
CCOC(=O)c1nn(-c2ccc(Cl)cc2)c2nnc(Cc3ccccc3)c(=O)n12 | -2 | -13 | 0.5 | 0 | -8 | -4 | 1 | -22 | 2
CCC(=O)N1CCCC1(C)C(=O)Nc1ccc(OC(F)F)cc1 (stereo not given) | 8 | 1 | -0.4 | 0 | -3 | -9 | . | . | 4
Cc1ccnc(NS(=O)(=O)c2ccc(NC(=O)c3cc(-c4ccc(Br)cc4)nc4ccccc34)cc2)n1 | -3 | 4 | 0.6 | 1 | -7 | 5 | -5 | -1 | 12
CCOC(=O)c1c(C)nc2sc(C(=O)Nc3ccc(OC)cc3)c(N)c2c1-c1ccc(OC)cc1 | -4 | 14 | 0.1 | 0 | -2 | 13 | -11 | -19 | 9
O=C(c1ccco1)N1CCC(c2nc3c(nnn3Cc3ccc(F)cc3)c(=O)[nH]2)CC1 | 10 | 0 | 0.8 | 1 | -6 | -11 | -7 | -5 | 7
C[C@@H]1CCCCO[C@H](CN(C)C(=O)Nc2ccc3c(c2)OCO3)[C@H](C)CN([C@@H](C)CO)C(=O)c2cc(NS(=O)(=O)c3ccc(Cl)cc3)ccc2O1 | 0 | -20 | 0.8 | 0 | -10 | -6 | . | . | -3
COC(=O)CN1C(=O)COc2ccc(S(=O)(=O)N3CCOCC3)cc21 | 4 | -8 | 0.4 | 1 | -1 | -2 | -3 | -6 | -15
COc1cccc2cc(/C(C)=N/NC(=O)c3ccco3)oc12 | -2 | 17 | -0.3 | 0 | -2 | 8 | -1 | 1 | 12
CC(C)NC(=O)Nc1nnc([C@H]2C[C@H](O)[C@@H](CO)O2)s1 | 4 | -6 | 0.2 | 0 | 1 | -16 | . | . | -1
CC1(C(=O)NCc2ccc(F)c(F)c2)Cc2c(-c3cccc(C(F)(F)F)c3)ccnc2O1 (stereo not given) | 2 | 3 | -0.5 | -1 | -5 | -5 | . | . | -3
O=C1CC(C(=O)Nc2ccc(C(=O)O)cc2)C(c2ccccc2)O1 (stereo not given) | 0 | 3 | 0.2 | 1 | -2 | 2 | -5 | 9 | 3
CCCS(=O)(=O)c1csc(C(=O)OC)c1N | 7 | -3 | 0.4 | 0 | -4 | -14 | 3 | -14 | -1
SMILES | CHRM1 PAM | CHO-K1 Ca antag | CHO-K1 Ca ag | CHRM4 agonist | M1 ag | CHRM1 antagonist | OXTR potentiator | CHO parental Ca | M4 antag
Cc1cccc(NC(=O)c2nc[nH]c2C(=O)NCCCCCNC(=O)OC(C)(C)C)c1 | 10 | -14 | 0.6 | 3 | -3 | -20 | -3 | -16 | -25
COc1ccc(OC)c(S(=O)(=O)N2CCCC(C(=O)NC3CC3)C2)c1 (stereo not given) | 13 | 3 | -0.3 | 3 | -5 | -8 | . | . | 3
COCCNC(=O)/C(C#N)=C/c1c(N2CCN(c3ccccc3)CC2)nc2c(C)cccn2c1=O | 2 | 2 | 2.3 | 9 | -6 | 5 | -9 | -25 | -21
COc1ccc(NC(=O)COC(=O)C(CC(C)C)N2C(=O)C3CC=CCC3C2=O)cc1Cl (stereo not given) | -5 | -8 | 0.8 | 0 | -5 | 6 | -8 | -11 | 15
Nc1nnc(CC(=O)NCc2ccccc2)s1 | 3 | -10 | 0.1 | 1 | -3 | -6 | -3 | 4 | 1
Cc1oc2c(c1C(=O)NCCO)CCCC2 | 1 | 0 | 0.1 | 0 | -3 | 0 | -11 | -4 | 3
COc1ccc(NC(=O)Nc2cc(C)ccc2F)cc1 | 0 | -20 | 3.8 | 9 | -5 | -20 | -7 | -18 | -1
Cc1cc(NC(=O)COc2c(C)cccc2C)no1 | -4 | -3 | 4.4 | 17 | -3 | 15 | -10 | 6 | 7
CC(C)(C)NC(=O)NC(=O)Cn1ccsc1=N | 4 | 2 | 0.0 | 1 | -8 | 1 | -7 | -4 | -19
